TEAD-YAP inh – TEAD-YAP interaction inhibition, primary screen, TEAD-YAP interaction inhibitor project, luminescence, HEK-TIYL cells; TEAD-Gal4/YAP UAS-luciferase luminescence; 640,000 compounds, 1.4% hits; inhibition, % at 9.12 µM; AID 1259422, 2018; in the data active = inhibition above about 32%;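 note: 0% = median of test compound wells and 100% = reference inhibitor wells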
MITF inh – MITF inhibitors, primary screen, biochemical, AlphaScreen, human; Microphthalmia-associated transcription factor (Homo sapiens), O75030; AlphaScreen MITF homodimerization, bead proximity signal; inhibition, % at 2.6 µM; 650,000 compounds, 0.91% hits; in the data active = inhibition above about 50%;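 note: 0% = vehicle wells with protein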
GPR151 ag – activators of human GPR151, primary screen, cell-based, PathHunter beta-arrestin, luminescence; AID 1508602, 2020; PathHunter beta-arrestin GPR151 cells; 650,000 compounds, 1% hits; activation, % at 11.2 µM; in the data active = activation above about 4.9%;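 note: 0% = median of compound wells and 100% = cells with positive control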
Target sequence (Q8TDV0 whole entry, looked up): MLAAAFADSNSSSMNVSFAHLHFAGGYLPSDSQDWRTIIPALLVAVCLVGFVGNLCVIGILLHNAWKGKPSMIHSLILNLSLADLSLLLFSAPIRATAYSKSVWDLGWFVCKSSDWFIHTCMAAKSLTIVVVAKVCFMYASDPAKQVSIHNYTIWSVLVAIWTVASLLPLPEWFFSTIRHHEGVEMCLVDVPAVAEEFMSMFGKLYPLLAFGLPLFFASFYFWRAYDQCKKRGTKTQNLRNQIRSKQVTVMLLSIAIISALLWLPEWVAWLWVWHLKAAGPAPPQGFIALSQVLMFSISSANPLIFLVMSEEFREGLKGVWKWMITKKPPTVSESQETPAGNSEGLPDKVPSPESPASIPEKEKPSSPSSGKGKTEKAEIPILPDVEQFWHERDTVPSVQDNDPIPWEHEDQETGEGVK
FBW7 act – FBW7 E3 ligase activators, primary screen, biochemical, AlphaScreen, human. 650,000 compounds, 0.13% hits. F-box/WD repeat-containing protein 7 (Homo sapiens), Q969H0. normalized activity (activation), % at 26.1 µM. AlphaScreen FBW7–phospho-cyclin E peptide binding, activator screen; in the data active = normalized activity above about 1.9%;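 note: purified mutant Fbw7 with reduced substrate affinity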
Target sequence (Q969H0 whole entry, looked up): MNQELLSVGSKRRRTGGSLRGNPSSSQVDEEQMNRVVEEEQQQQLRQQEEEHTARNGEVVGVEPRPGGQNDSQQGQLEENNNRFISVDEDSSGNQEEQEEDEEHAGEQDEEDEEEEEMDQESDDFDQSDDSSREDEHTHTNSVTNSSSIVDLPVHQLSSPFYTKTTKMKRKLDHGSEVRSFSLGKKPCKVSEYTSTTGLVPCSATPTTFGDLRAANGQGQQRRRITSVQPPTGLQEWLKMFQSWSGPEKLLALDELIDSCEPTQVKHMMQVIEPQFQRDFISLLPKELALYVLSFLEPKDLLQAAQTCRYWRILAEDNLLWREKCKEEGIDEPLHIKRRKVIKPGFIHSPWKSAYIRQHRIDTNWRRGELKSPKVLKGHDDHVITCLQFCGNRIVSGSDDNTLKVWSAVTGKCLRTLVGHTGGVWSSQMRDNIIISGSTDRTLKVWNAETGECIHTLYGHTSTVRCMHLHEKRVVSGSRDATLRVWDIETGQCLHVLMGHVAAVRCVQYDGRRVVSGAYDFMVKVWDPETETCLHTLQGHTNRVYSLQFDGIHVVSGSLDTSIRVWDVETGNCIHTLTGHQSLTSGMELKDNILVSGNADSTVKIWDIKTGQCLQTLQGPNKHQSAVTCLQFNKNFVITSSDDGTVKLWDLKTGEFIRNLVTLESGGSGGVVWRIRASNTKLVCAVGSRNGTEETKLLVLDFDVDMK
* = called active by the depositor.

SMILES	TEAD-YAP inh	MITF inh	GPR151 ag	FBW7 act
CSc1cccc(NC(=S)N(Cc2ccccc2)Cc2cccs2)c1	-4.8	4.8	6.5*	0.5
Cc1ccc(Cl)cc1NC(=O)CN1C(=O)CSC1=O	16.8	-8.4	-0.8	-0.1
CCC(C(=O)N1CC(C)CC(C)C1)n1nc(C)n2c(cc3occc32)c1=O (configuration not stated)	6.0	5.1	0.2	-0.3
NC(=O)NC(=O)COC(=O)Cc1csc(-c2ccccc2)n1	9.0	8.4	-3.1	0.6
CC(C)NC(=O)CSc1nc(-c2ccco2)cc(C(F)(F)F)n1	2.8	-9.4	-0.3	-0.3
COc1ccccc1C1NC(=O)NC(C)=C1C(=O)Nc1ccc(C)cc1C (configuration not stated)	0.4	1.7	0.7	-0.1
Cc1ccc(C(=O)N/C(=C/c2ccco2)C(=O)NCc2ccccc2)cc1	9.8	-7.3	0.5	0.0
CC(C)NC(=O)c1ccc2c(=O)n(CCCN3CCCC3=O)c(=S)[nH]c2c1	-1.1	3.6	-1.0	0.5
CC(C)c1ccc(C(=O)CC2(O)C(=O)N(Cc3ccccc3)c3ccccc32)cc1 (configuration not stated)	10.8	-13.0	-0.4	0.3
COc1cccc(-c2cnc3ccc(NCc4ccc5c(c4)OCO5)nn23)c1	5.3	13.5	0.2	-0.4
O=C1CC(N2CCN(c3ccccn3)CC2)C(=O)N1c1cccc(Br)c1 (configuration not stated)	-4.5	2.4	1.1	0.0
Cc1cc2c(=O)n(CC(=O)Nc3ccc(F)c(Cl)c3)cnc2s1	-0.6	8.6	-1.7	0.1
CC(C)(O)C(=O)NN(C(=O)c1ccccc1)c1ccc2ccccc2c1	-7.6	13.8	0.4	0.3
CCCNC(=O)Cn1nc([N+](=O)[O-])c([N+](=O)[O-])c1C	7.0	1.3	0.1	0.1
COc1cc(CNc2ccc3ncc(-c4ccc(C(C)=O)s4)n3n2)cc(OC)c1OC	-11.1	11.9	0.5	0.8
CN(C)C(=O)CSc1nnc2n(Cc3ccccc3)c3ccccc3n12	0.1	6.3	0.3	-0.2
C[N+](C)(CCOc1ccc(Cl)cc1C(=O)c1ccc(Cl)cc1)Cc1ccccc1	4.5	8.2	2.3	-0.1
CC1CC(C)CN(c2nnnn2-c2ccccc2)C1 (configuration not stated)	-2.5	-5.4	0.7	0.0
Oc1cccc(-c2cnc3c(N4CCOCC4)nccn23)c1	79.5*	10.4	0.0	-0.6
CCOC(=O)C1=C(C)N=c2s/c(=C/c3ccc(-c4ccc(Cl)c(Cl)c4)o3)c(=O)n2C1c1ccc(N(C)C)cc1 (configuration not stated)	0.7	0.9	0.1	-0.5
O=C(CNC1CCCCC1)Nc1ccc(N2CCCCC2)cc1	1.4	17.7	-0.2	-0.1
CC(C)n1c(N2CCc3ccccc3C2)nc2c(Nc3ccc(Oc4ccccc4)cc3)ncnc21	-8.1	16.1	-0.6	0.1
Cc1ccc(-c2nc(Nc3ccc(Cl)cc3)c3ccccc3n2)cc1	-7.9	11.1	-1.2	0.1
COc1cc(OC)c2c(C(=O)O)cc(-c3ccc(O)c(OC)c3)nc2c1	3.9	5.2	-0.6	0.0
O=[N+]([O-])c1ccccc1/C=C/CN1CCN(c2ncccn2)CC1	4.5	20.4	2.2	0.0

(more compounds)
SMILES	TEAD-YAP inh	MITF inh	GPR151 ag	FBW7 act
CC(C)=CCN1CCNC(=O)C1CC(=O)N(C)C1CC(C)(C)NC(C)(C)C1 (configuration not stated)	0.2	4.5	-1.6	-0.1
CC(C)[C@@H]1NC(=O)[C@@H]2C[C@H](NCc3cnn(-c4cccc(F)c4)c3)CN2C1=O	-6.4	-15.7	-0.1	-0.1
COC(=O)C1=C(C)NC(=O)NC1c1cc(Br)ccc1OC(C)C (configuration not stated)	5.9	-5.0	0.6	0.2
O=C(CN1C(=O)/C(=C\c2cccs2)SC1=S)Nc1ccc([N+](=O)[O-])cc1O	10.2	-4.3	-0.1	0.1
O=C(COc1ccc(I)cc1)Nc1cccnc1	-9.1	11.3	-0.2	-0.1
O=C(NC(=S)Nc1ccc(Cl)c(-c2nc3ccccc3s2)c1)c1ccco1	3.1	-5.5	0.7	0.0
O=C(Nc1cc(Cl)ccc1Cl)c1cc(S(=O)(=O)N2CCc3ccccc3C2)ccc1F	4.6	0.0	0.4	0.0
Cc1ccc([N+](=O)[O-])cc1NC(=O)CC1Sc2ccc(C(F)(F)F)cc2NC1=O (configuration not stated)	-2.4	-11.9	-0.8	0.0
COc1ccc(CNc2nc(SCc3cc(=O)n4cc(Cl)ccc4n3)nc3ccccc23)cc1	10.8	12.8	-0.5	0.0
CC1CC(C)CN(S(=O)(=O)c2ccc3c(c2)CCN3C(=O)CCC(=O)O)C1 (configuration not stated)	-0.2	-3.3	-0.5	0.1
Cc1cccc(N2CCN(c3ccc(C(=O)Nc4cc(F)cc(F)c4)cc3[N+](=O)[O-])CC2)c1C	1.2	7.0	-1.1	0.9
COc1cc(-c2nc(C)cnc2C)cc2c1OCCN(Cc1ccc(C)s1)C2	-1.1	7.5	0.9	0.7
COc1ccccc1-n1c(SCC(=O)Nc2cc(C)on2)nc2c(sc(=S)n2CCc2ccccc2)c1=O	4.1	3.7	0.6	0.0
Cc1cc(C)nc(SC2CCCCC2O)n1 (configuration not stated)	-1.3	-3.9	0.6	-0.2
Nc1nc2c(nc(N/N=C/c3ccccc3)n2C2OC(CO)C(O)C2O)c(=O)[nH]1 (configuration not stated)	2.2	-4.6	0.2	0.1
N=c1sccn1CC(=O)Nc1cc(S(=O)(=O)N2CCCC2)ccc1Cl	-2.7	-1.5	1.1	0.0
C/C(=N\NC(=O)COc1ccc(F)cc1)c1ccc(O)cc1	-7.4	-4.8	-2.0	0.2
N#Cc1c(N2CCCC2=O)sc2c1CCCC2	-4.8	3.1	0.5	0.1
Cc1nnc(Sc2cc(C(=O)NCCCN3CCOCC3)c3ccccc3n2)s1	8.4	12.1	-0.6	0.5
CC1CCCN(c2cc(NCCCO)c([N+](=O)[O-])c3nonc23)C1 (configuration not stated)	12.2	6.1	-0.2	-0.1
COc1ccc(CN2CCCC(O)C2)cc1 (configuration not stated)	5.6	-6.9	0.3	-0.1
CC(C)(C)c1ccccc1NC(=O)CN1c2cccc3cccc(c23)S1(=O)=O	4.9	-0.7	1.7	0.2
COc1cc(Nc2ncnc3c2nc(N2CCN(c4ccccn4)CC2)n3C(C)C)cc(OC)c1OC	-0.2	12.6	-0.8	-0.2
Cc1cc(C)nc(SCc2cc(=O)c(OC(=O)c3ccc([N+](=O)[O-])cc3)co2)n1	-19.7	10.0	-0.4	-0.1
CN1NC2(CCCCC2)N(c2ccccc2)C1=S	-4.6	14.3	0.4	-0.1

A stretch from the list above:
SMILES	TEAD-YAP inh	MITF inh	GPR151 ag	FBW7 act
COc1ccc(CN2CCCC(O)C2)cc1 (configuration not stated)	5.6	-6.9	0.3	-0.1
CC(C)(C)c1ccccc1NC(=O)CN1c2cccc3cccc(c23)S1(=O)=O	4.9	-0.7	1.7	0.2
COc1cc(Nc2ncnc3c2nc(N2CCN(c4ccccn4)CC2)n3C(C)C)cc(OC)c1OC	-0.2	12.6	-0.8	-0.2
Cc1cc(C)nc(SCc2cc(=O)c(OC(=O)c3ccc([N+](=O)[O-])cc3)co2)n1	-19.7	10.0	-0.4	-0.1
CN1NC2(CCCCC2)N(c2ccccc2)C1=S	-4.6	14.3	0.4	-0.1

Later entries:
SMILES	TEAD-YAP inh	MITF inh	GPR151 ag	FBW7 act
CC1(Cc2cccc(C(N)=O)c2)C(=O)Nc2cc(C(F)(F)F)ccc21 (configuration not stated)	11.5	3.8	-1.0	0.0
O=C(CCc1c[nH]c2ccccc12)NNC(=O)COc1cccc(F)c1	7.9	1.2	-0.6	0.3
O=C(CCCCCN1C(=O)c2ccccc2C1=O)Nc1ccc(F)cc1	3.7	-6.5	0.2	-0.1
O=S(=O)(NCc1nc(-c2ccncc2)n[nH]1)c1cccs1	7.5	11.6	-0.2	0.3
O=C(CSc1nnnn1-c1ccccc1)Nc1cc2c(cc1Br)OCCO2	12.7	13.8	0.0	1.2
CCC(C(=O)NCc1ccc(OC)cc1)n1c2ccccc2c2nc(=O)cc(C)n21 (configuration not stated)	7.4	7.1	-0.7	0.2
O=C(CSc1nnc(-c2cccnc2)n1-c1ccccc1)N1CCN(CCO)CC1	-7.5	-0.5	0.3	0.0
Cc1ccc(N(CC(=O)NC(C)(C)C)C(=O)CCC(=O)Nc2ccccn2)cc1C	2.7	-14.9	-0.9	0.3
O=C(CN1C(=O)C(=O)N(Cc2ccccc2)C1=O)Nc1ccccc1	-28.2	7.5	-1.2	0.1
COc1ccc(-c2nc(NCc3cccc(C(F)(F)F)c3)c3[nH]cnc3n2)cc1	-5.0	-3.9	1.5	0.1
CCCN1CCN(CCCNC(=O)c2ccc3nc(N4CCC(C)CC4)sc3c2)CC1	-33.7	-6.0	-1.2	-0.3
Cc1ccsc1CCNC(=O)c1cnc(N2CCCC2)nc1	-47.2	3.1	0.5	-0.1
CCOCCCNC(=O)c1cn(C)c2ccc(S(=O)(=O)N3CCCCC3)cc2c1=O	1.1	15.0	0.3	0.3
COc1ccc([C@@H](C)NC(=O)C2CCCN(c3nc(C)c4ccc(OC)cc4n3)C2)cc1 (some centres not stated)	-15.6	9.6	-0.2	0.0
Cc1ccccc1NC(=O)CCc1c(C)nc2nc(CN)nn2c1C	5.1	8.0	-0.2	-0.1
O=C(c1ccc([N+](=O)[O-])cc1)N(c1ccccn1)c1ccccn1	11.6	5.9	-0.5	0.3
COc1nc(N)nc(-c2ccc(N3CCOCC3)nc2)n1	-17.1	2.7	-7.9	0.0
CCCS(=O)(=O)c1c(S(=O)(=O)CCC)c2ccccn2c1C(=O)c1ccccc1	-1.3	11.9	1.9	0.2
COc1cccc(Nc2nc(-c3ccc(S(=O)(=O)N4CCCCC4)cc3)cs2)c1	-2.8	12.5	0.5	0.0
COc1cc(C2/C(=C(/O)c3ccc(F)cc3)C(=O)C(=O)N2CCCC(=O)O)ccc1O (configuration not stated)	10.3	3.9	-1.4	0.1
COC(=O)c1sc(N2C(=O)C(O)=C(C(=O)c3cccs3)C2c2ccc(Cl)cc2)nc1C (configuration not stated)	0.2	20.8	0.8	0.0
COc1cccc(NC(=O)Cn2ncc3c2-c2cc(C)ccc2OC3)c1	4.9	11.2	1.1	0.0
O=C(N/N=C/c1c(O)n(-c2ccccc2F)c(=S)[nH]c1=O)c1ccccc1	-50.9	18.7	-0.7	-0.1
O=C1NC(=O)/C(=C/c2cc(Cl)ccc2O)N1	2.8	-6.0	-1.6	0.0
CC(=O)c1cccc(NC(=O)CC2SC(=Nc3ccccc3)NC2=O)c1 (configuration not stated)	-2.1	5.7	-0.7	0.4

Given with values under each structure: two of the compounds above.
Results follow in this order: TEAD-YAP inh | MITF inh | GPR151 ag | FBW7 act
O=C(CCCCCN1C(=O)c2ccccc2C1=O)Nc1ccc(F)cc1
 : 3.7 | -6.5 | 0.2 | -0.1
CC1(Cc2cccc(C(N)=O)c2)C(=O)Nc2cc(C(F)(F)F)ccc21 (configuration not stated)
 : 11.5 | 3.8 | -1.0 | 0.0

Next section:
SMILES	TEAD-YAP inh	MITF inh	GPR151 ag	FBW7 act
O=C(CN1CCC(c2ccc(F)cc2)CC1)NCc1ccco1	9.0	15.0	-0.4	0.1
Nc1c(C(=O)Nc2ccccc2)nnn1Cc1ccc(F)cc1	-14.8	3.5	0.4	-0.1
CC(C)NC(=O)c1cn2c3c(ccc(Cl)c3c1=O)OC(C)C2 (configuration not stated)	2.2	4.5	1.5	-0.1
Cc1cccn2c(CNCCc3ccncc3)c(C(=O)N3CCOCC3)nc12	-3.8	3.6	-0.3	-0.1
COc1ccc(-c2nnc3n2N(C(C)=O)C(c2cccc(OC)c2)=C(C(C)=O)S3)cc1	7.7	-2.6	0.4	0.0
CC(C(=O)N1CCC2(CCC(CNC(=O)c3ccccc3F)O2)CC1)c1ccccc1 (configuration not stated)	3.0	4.3	1.4	-0.1
COc1c(Cl)cc(Cl)cc1C1C(C#N)=C(N)Oc2n[nH]c(-c3ccc(F)cc3)c21 (configuration not stated)	2.9	9.3	-0.8	0.1
COC(=O)c1ccccc1NC(=O)c1coc(=O)c2ccccc12	5.8	-6.0	1.3	0.0
COc1ccc(/C=c2\sc3nc4c(C)cccc4n3c2=O)cc1O	6.7	0.3	1.9	-0.1
CCc1ccc(-n2c(=S)sc3c(=O)[nH]c(SCC(=O)N4CCCC4)nc32)cc1	-0.9	-1.2	0.2	0.0
Cc1[nH]c(=O)[nH]c(=O)c1CSCC(=O)OCC(=O)Nc1ccccn1	2.0	8.2	-0.3	0.0
Cc1cncc2cccc(N3CCN(C(=O)C(O)c4ccc(Br)cc4)CC3)c12 (configuration not stated)	-8.7	4.0	-0.4	0.3
Cc1ccc(S(=O)(=O)Cn2nnnc2C(C)N2CCN(C(=O)c3ccco3)CC2)cc1 (configuration not stated)	-3.6	2.1	0.1	-0.2
Cc1cc(C)c(S(=O)(=O)N2CCN(C(=O)c3ccco3)CC2)c(C)c1	0.7	18.9	-0.2	0.4
CCCOc1ccc(S(=O)(=O)NCc2ccc3c(c2)OCO3)c2ccccc12	2.0	6.2	0.2	0.1
COc1cc(NC(=O)CCS(=O)(=O)c2ccc3c(c2)OCC(=O)N3)cc(OC)c1	-5.1	-4.2	-1.0	-0.2
O=C(NCc1ccccc1)C(c1ccco1)N(C(=O)c1cnccn1)c1ccc(F)cc1 (configuration not stated)	-11.8	15.2	-0.9	0.0
COc1ccc(S(=O)(=O)CCC(=O)N2CCN(c3ccccc3)CC2)cc1	-0.5	35.7	0.9	0.1
Cc1c(C(=O)Nc2ccc(F)c(Cl)c2)sc2ncnc(N3CCCCC3C)c12 (configuration not stated)	4.6	5.0	0.5	-0.1
